# Screening results as filed in PubChem BioAssay.
# APJ antag: blocks the human apelin receptor APJ. inhibition, % at 20 µM. CHO-K1 APJ beta-arrestin complementation, luminescence. 330,000 compounds, 0.32% hits;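 active means inhibition above about 40% at 20 µM, limit read from the data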;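 further: cells challenged with 10 nM apelin-13 agonist together with compound; plate controls were apelin-13 plus DMSO wells for no effect and DMSO wells lacking apelin-13 for full effect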
# tim23-1 inh: tim23-1 yeast growth inhibition; S. cerevisiae tim23-1 growth, BacTiter-Glo luminescence, 24 h; inhibition, % at 20 µM; 330,000 compounds, 1.3% hits;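 active means growth inhibition of the mutant yeast at or above 50%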;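 further: temperature-sensitive mutant grown at 25 °C; plate controls were DMSO-treated mutant yeast for no effect and medium wells lacking yeast for full effect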
# UPR XBP1 act: activators of adaptive arm of unfolded protein response (XBP1); AID 463104; activation, % at 20 µM; CHO-XBP1 luciferase reporter, IRE1-XBP1 UPR activation, luminescence; percent of tunicamycin response, DMSO as zero; 330,000 compounds, 0.33% hits;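 active means versus positive control, 20 µM dose yields 30% or more activation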;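 further: 100% = tunicamycin at 10 µg/mL and 0% = DMSO only wells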
#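 Material – CHO cell line with stable XBP1 luciferase reporter · Buffer or medium – F12 plus 10% FBS · Compound – single point, 20 µM final compound, 1% DMSO · Schedule – 16-18 h cell attachment at 37 °C, then 6 h compound exposure · Signal – Steady-Glo luminescence read · Benchmarks – high control tunicamycin 10 µg/mL final, low control DMSO vehicle only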
# Jurkat NFkB inh: inhibitors of the PMA/ionomycin-induced NF-kB reporter in Jurkat cells. 330,000 compounds, 0.53% hits. inhibition, % at 4 µM. PMA/ionomycin-induced NF-kB luciferase reporter, luminescence; in the data active means inhibition above about 50%
# 697 NFkB inh: inhibitors of the PMA/ionomycin-induced NF-kB reporter in 697 B cells; 330,000 compounds, 0.33% hits; inhibition, % at 4 µM; 697 B-cell NF-kB luciferase reporter, 16 h; in the data active means inhibition above about 35%
# UPR CHOP act: activators of apoptotic arm of unfolded protein response (CHOP); AID 449763; CHO-CHOP luciferase reporter, UPR activation, luminescence; percent of tunicamycin response over DMSO baseline; activation, % at 10 µM; 330,000 compounds, 0.34% hits;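 active means at 10 µM dose, activation of 40% or more, normalized to positive control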;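 further: 100% = tunicamycin at 10 µg/mL and 0% = DMSO alone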
#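 Test system: CHO-CHOP cells, stable luciferase reporter of PERK-eIF2a-CHOP signalling | Quantity: 500 CHO-CHOP cells per well | Buffer or medium: F12 plus 10% serum | Compound dosing: 10 µM single point, 0.5% DMSO | Schedule: 6 h compound treatment, 37 °C | Signal: Luciferase luminescence | Control set: Tunicamycin high control, DMSO low control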
# Mdm2-MdmX inh: disrupts the human Mdm2-MdmX interaction; 330,000 compounds, 3% hits; O15151+Q00987; SaOS-2 split-luciferase Mdm2/MdmX complementation, luminescence; inhibition, % at 8 µM;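 active means inhibition of at least 50% at 8 µM in the primary screen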
# Target sequence (O15151 whole entry, looked up): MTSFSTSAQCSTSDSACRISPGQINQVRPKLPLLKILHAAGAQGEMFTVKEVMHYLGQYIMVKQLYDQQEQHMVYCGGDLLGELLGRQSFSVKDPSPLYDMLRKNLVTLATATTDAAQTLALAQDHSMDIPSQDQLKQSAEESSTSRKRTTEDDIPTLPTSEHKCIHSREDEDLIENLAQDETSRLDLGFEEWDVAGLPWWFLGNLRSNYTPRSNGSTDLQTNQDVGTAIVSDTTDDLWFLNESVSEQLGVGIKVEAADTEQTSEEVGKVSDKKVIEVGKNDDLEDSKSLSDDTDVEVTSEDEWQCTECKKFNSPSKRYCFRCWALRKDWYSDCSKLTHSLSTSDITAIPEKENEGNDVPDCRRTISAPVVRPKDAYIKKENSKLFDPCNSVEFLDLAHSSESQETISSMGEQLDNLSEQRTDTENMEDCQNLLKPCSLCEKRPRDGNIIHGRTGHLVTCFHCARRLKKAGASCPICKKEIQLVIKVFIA
# Target sequence (Q00987 whole entry, looked up): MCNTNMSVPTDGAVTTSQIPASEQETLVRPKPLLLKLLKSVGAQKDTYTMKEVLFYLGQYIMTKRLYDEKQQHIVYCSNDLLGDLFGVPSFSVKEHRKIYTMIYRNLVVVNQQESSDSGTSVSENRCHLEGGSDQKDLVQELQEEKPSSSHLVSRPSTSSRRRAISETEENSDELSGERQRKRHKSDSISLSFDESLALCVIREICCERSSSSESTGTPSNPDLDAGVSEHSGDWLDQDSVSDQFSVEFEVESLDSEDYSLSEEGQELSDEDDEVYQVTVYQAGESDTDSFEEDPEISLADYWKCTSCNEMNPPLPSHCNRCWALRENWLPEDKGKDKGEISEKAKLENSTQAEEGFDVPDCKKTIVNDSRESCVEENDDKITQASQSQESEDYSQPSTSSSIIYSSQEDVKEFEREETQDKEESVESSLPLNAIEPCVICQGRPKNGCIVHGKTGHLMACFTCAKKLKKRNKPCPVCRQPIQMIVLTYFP
# APJ agonist: activates the human apelin receptor APJ; P35414; CHO-K1 APJ PathHunter beta-arrestin, luminescence; 0% DMSO wells, 100% apelin; activation, % at 20 µM; 330,000 compounds, 0.11% hits; AID 2520;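 active means activation more than six SD over the plate average, tested at 20 µM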;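 further: 0% = DMSO alone and 100% = apelin-13 at 10 nM; some results filed as inactive read as strong as hits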
#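 Test system: CHO-K1 APJ beta-arrestin complementation cell line | Compound: Single test compound dose, 20 µM final, 1% DMSO | Incubation: Compound 90 min 25 °C, reagent 1 h | Measured by: beta-gal luminescence | Read-out basis: APJ–arrestin association signal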
# An asterisk follows results filed as active; / = no result given.
SMILES,APJ antag,tim23-1 inh,UPR XBP1 act,Jurkat NFkB inh,697 NFkB inh,UPR CHOP act,Mdm2-MdmX inh,APJ agonist
O=C(Cn1cnc([N+](=O)[O-])n1)N/N=C/c1ccc2ccccc2c1,-27,-184,1,-4,-7,0.4,12,4
O=C(NCCCN1CCOCC1)C1(c2ccccc2)CCOCC1,6,2,-1,6,-1,-2.0,10,-2
CCOc1ccc(NC(=O)CNC(=O)Cc2ccccc2)cc1,-8,18,-3,-15,-18,-1.5,-27,-1
CC1CCCC(NC(=S)NC(=O)c2ccccc2Br)C1C (stereo not drawn),-1,14,-2,-26,-33,-1.1,12,-4
Cc1cc(Br)ccc1OCC(=O)NNC(=O)CCc1ccccc1,27,-5,2,12,7,0.0,3,-4
CCc1nc2ccc(C(=O)N(CC)CC(=O)Nc3c(F)cccc3F)cc2nc1CC,-4,18,-5,7,10,0.4,16,-5
COCCn1nnnc1C(c1cc2cc(C)ccc2[nH]c1=O)N1CCCCCC1 (stereo not drawn),7,3,-2,7,6,-1.5,16,5
O=C(COC(=O)c1cc(=O)[nH]c2ccccc12)Nc1ccc(F)cc1F,16,-8,1,1,8,0.4,2,-2
Nc1nnc(CCOc2ccc(Cl)cc2)s1,-1,27,-1,-4,-21,-0.9,-5,0
O=C(OCc1nnc(-c2ccccc2)o1)C1CC(=O)N(c2ccccc2)C1 (stereo not drawn),-18,16,0,1,-7,-2.6,6,-9
COC(=O)Nc1snnc1C,11,6,-2,-6,-10,0.3,6,4
COc1ccc(N2CCN(C(=O)CCc3nnc4ccc(N5CCOCC5)nn34)CC2)cc1,-5,9,-5,-15,-11,-0.8,16,-2
COc1ccccc1N(CC(=O)NCCC1=CCCCC1)S(=O)(=O)c1ccccc1,13,24,3,8,11,3.2,12,-4
O=C(CSc1nc2cc3c(cc2c(=O)n1CCC1=CCCCC1)OCO3)NCc1ccco1,-17,-1,-3,-19,-57,0.5,49,-1
N#Cc1cc(N)c(Nc2ccccc2)cc1C#N,-4,-29,-1,4,-23,0.0,0,0
COc1ccc(C(=O)NC2CCN(C(=O)NCc3ccccc3)CC2)cc1,-10,2,2,10,2,1.1,5,-1
O=C(NCc1ccco1)/C(=C\c1ccco1)NC(=O)c1ccco1,6,7,3,13,3,0.8,9,-3
CCCn1c(=O)c2c(nc3n2CCS3)n(C)c1=O,12,6,1,0,18,-0.2,13,-3
CCOc1ccc(C(=O)NCC(=O)Nc2ccncc2)cc1OCC,14,-8,-1,-7,15,-1.6,5,-1
CNC(=O)CS(=O)CC(=O)Nc1cc(OC(C)C)c(Cl)cc1Cl (stereo not drawn),4,-3,-2,-15,5,0.4,27,-4
N#CCOC(=O)C1CSC2(c3ccc(Br)cc3)CCC(=O)N12 (stereo not drawn),9,-1,0,18,16,0.0,7,-2
CN(C(=O)CN1C(=O)NC(C)(c2cccc(Br)c2)C1=O)C1CCCCC1 (stereo not drawn),15,11,-1,5,17,-0.1,14,-3
CC1CCc2c(C(=O)NCc3ccccn3)csc2C1 (stereo not drawn),5,4,1,-28,-7,3.4,-27,5
CCCCOc1ccc(C(C)NC(=O)CCS(=O)(=O)Cc2ccc(C)cc2)cc1 (stereo not drawn),3,16,-1,13,11,0.9,10,-2
CCC(C)NC(=O)Cn1cnc([N+](=O)[O-])c1 (stereo not drawn),14,13,-2,1,16,1.9,4,-1
# The list goes on.
SMILES,APJ antag,tim23-1 inh,UPR XBP1 act,Jurkat NFkB inh,697 NFkB inh,UPR CHOP act,Mdm2-MdmX inh,APJ agonist
O=C(CCNC(=O)C1CCN(S(=O)(=O)c2ccc(F)cc2)CC1)NCc1ccccc1Cl,1,9,-3,7,0,-0.3,-14,0
N#Cc1cc(-c2ccccc2)nn1-c1ccccc1,-28,8,7,-20,-9,5.3,5,9
COCCn1c(COc2ccc(Cl)cc2)nnc1SCC(N)=O,-7,4,-2,3,12,1.9,-10,-2
O=C(N/N=C/c1ccc(OCc2ccccc2)cc1)c1ccncc1,-10,7,2,-77,-11,2.9,-37,3
COc1ccc(CN2CC(=O)N(c3ccc(C)cc3)C2=S)cc1OC,-9,21,0,6,13,1.4,-9,0
Cc1cc(C)c2oc(C(=O)N(Cc3ccccc3)C3CCS(=O)(=O)C3)cc(=O)c2c1 (stereo not drawn),6,9,-2,-13,-32,1.8,-2,-4
C/C(=N\NC(N)=O)c1ccc(-n2ccnc2)cc1,15,13,0,4,-6,-2.0,1,-1
OC[C@@H]1[C@@H](c2ccccc2)C(c2ccc(F)cc2)=NN1c1ccccc1,/,56*,-4,/,6,-0.1,20,/
COC(=O)CCC(=O)N1CCOCCOCCN(C(=O)CCC(=O)OC)CCOCCOCC1,17,4,-5,13,2,1.3,14,-1
Cc1cccc(-n2ncc3c2CCCC3NC(=O)Cn2cccn2)c1C (stereo not drawn),7,-9,0,-3,5,0.1,-7,4
Cc1ccccc1Nc1nnc(C)c(=O)[nH]1,7,8,-1,-5,5,-1.6,-25,5
C[C@H]1CN([C@@H](C)CO)C(=O)Cc2cc(NC(=O)Cc3cn(C)c4ccccc34)ccc2O[C@@H]1CN(C)S(=O)(=O)c1cn(C)cn1,-2,10,-3,3,12,0.1,30,-3
Cn1cc(CN2CCN(CCO)CC2)c(-c2ccc(Oc3ccccc3)cc2)n1,13,16,-4,-16,-22,0.2,6,-1
COC(=O)COc1ccc2occ(C(C)=O)c2c1,-4,16,-3,-1,-4,-1.0,-15,3
CCCN(CC(=O)Nc1ccc(Cl)cc1Cl)Cc1cc(=O)n2ccsc2n1,8,6,-3,2,4,-0.8,6,-3
O=C(COc1ccc(C(=O)c2ccc(F)cc2)cc1)NCc1ccc(F)cc1,15,31,-2,44,-14,-1.6,40,-2
O=C(OC1CCN(c2ncc(C(F)(F)F)cc2Cl)CC1)c1ccc(Cl)cc1,3,-1,0,6,12,-1.0,22,-3
O=C(c1cccc(F)c1)N1CCN(C(=O)C2CC2)CC1,1,16,1,8,15,1.9,-7,-1
COc1ccc(OC)c(CNc2ncc(-c3cccc([N+](=O)[O-])c3)n2C)c1,20,-5,-5,27,-13,1.0,22,-3
COc1ccc(NC(=S)NNC(=O)C(C)n2nc(C)c([N+](=O)[O-])c2C)cc1 (stereo not drawn),7,-10,-1,-3,14,0.5,5,-2
COCCn1c(=S)[nH]c2cc(C(=O)N3CCc4ccccc4C3)ccc2c1=O,11,-79,-2,2,20,-0.2,-28,-4
COCc1cc(C)nc2oc(C(=O)c3ccccc3)c(N)c12,11,12,3,5,17,0.2,20,-3
O=C(NCCO)C(=O)Nc1cc2c3c(c1)CCC(=O)N3CCC2,-39,8,-3,4,-11,-0.1,12,2
COc1ccccc1N(CC(=O)NCc1ccccc1)C(=O)CCC(=O)Nc1ccccn1,5,8,-1,-8,-5,-0.7,5,-2
CSc1ncccc1C(=O)OCC(=O)c1ccccc1Br,16,0,1,14,-12,3.6,12,1
# Next section:
SMILES,APJ antag,tim23-1 inh,UPR XBP1 act,Jurkat NFkB inh,697 NFkB inh,UPR CHOP act,Mdm2-MdmX inh,APJ agonist
Cn1cnc(Sc2ncnc3nc[nH]c23)c1[N+](=O)[O-],8,14,-2,18,13,0.1,17,-1
CCOC(=O)C1CCCN(C(=O)COc2ccc(S(=O)(=O)N(CC)c3ccccc3)cc2)C1 (stereo not drawn),20,18,-2,2,3,-0.5,3,-3
COC(=O)Cn1c(=O)c2c(nc3n2CCCN3Cc2ccccc2)n(C)c1=O,10,5,-2,-5,3,-0.1,13,0
Cc1cc(C)c2c(=O)[nH]c(SCC(=O)N3CCCCC3)nc2n1,6,7,0,6,2,-3.4,19,-3
CN1CCN(C(=O)c2cc3nc(-c4ccccc4)cc(C(F)(F)F)n3n2)CC1,15,1,-4,21,7,0.8,25,-3
Cc1ccc(NC(=O)CSc2nc(CSc3ccc(C)cc3)cc(=O)[nH]2)cc1,-15,13,-2,-7,-13,1.4,5,1
COc1ccc(NCC(=O)Nc2ccc(Cl)cc2C)c(OC)c1,-1,14,2,4,10,-0.9,35,2
CCNc1ccc(C(=O)OCC(=O)N2CCCC2)cc1[N+](=O)[O-],9,16,-6,2,8,1.8,4,-2

# Among those listed so far, these have a halogen:
SMILES,APJ antag,tim23-1 inh,UPR XBP1 act,Jurkat NFkB inh,697 NFkB inh,UPR CHOP act,Mdm2-MdmX inh,APJ agonist
CC1CCCC(NC(=S)NC(=O)c2ccccc2Br)C1C (stereo not drawn),-1,14,-2,-26,-33,-1.1,12,-4
Cc1cc(Br)ccc1OCC(=O)NNC(=O)CCc1ccccc1,27,-5,2,12,7,0.0,3,-4
CCc1nc2ccc(C(=O)N(CC)CC(=O)Nc3c(F)cccc3F)cc2nc1CC,-4,18,-5,7,10,0.4,16,-5
O=C(COC(=O)c1cc(=O)[nH]c2ccccc12)Nc1ccc(F)cc1F,16,-8,1,1,8,0.4,2,-2
Nc1nnc(CCOc2ccc(Cl)cc2)s1,-1,27,-1,-4,-21,-0.9,-5,0
CNC(=O)CS(=O)CC(=O)Nc1cc(OC(C)C)c(Cl)cc1Cl (stereo not drawn),4,-3,-2,-15,5,0.4,27,-4
N#CCOC(=O)C1CSC2(c3ccc(Br)cc3)CCC(=O)N12 (stereo not drawn),9,-1,0,18,16,0.0,7,-2
CN(C(=O)CN1C(=O)NC(C)(c2cccc(Br)c2)C1=O)C1CCCCC1 (stereo not drawn),15,11,-1,5,17,-0.1,14,-3
O=C(CCNC(=O)C1CCN(S(=O)(=O)c2ccc(F)cc2)CC1)NCc1ccccc1Cl,1,9,-3,7,0,-0.3,-14,0
COCCn1c(COc2ccc(Cl)cc2)nnc1SCC(N)=O,-7,4,-2,3,12,1.9,-10,-2
OC[C@@H]1[C@@H](c2ccccc2)C(c2ccc(F)cc2)=NN1c1ccccc1,/,56*,-4,/,6,-0.1,20,/
CCCN(CC(=O)Nc1ccc(Cl)cc1Cl)Cc1cc(=O)n2ccsc2n1,8,6,-3,2,4,-0.8,6,-3
O=C(COc1ccc(C(=O)c2ccc(F)cc2)cc1)NCc1ccc(F)cc1,15,31,-2,44,-14,-1.6,40,-2
O=C(OC1CCN(c2ncc(C(F)(F)F)cc2Cl)CC1)c1ccc(Cl)cc1,3,-1,0,6,12,-1.0,22,-3
O=C(c1cccc(F)c1)N1CCN(C(=O)C2CC2)CC1,1,16,1,8,15,1.9,-7,-1
CSc1ncccc1C(=O)OCC(=O)c1ccccc1Br,16,0,1,14,-12,3.6,12,1
CN1CCN(C(=O)c2cc3nc(-c4ccccc4)cc(C(F)(F)F)n3n2)CC1,15,1,-4,21,7,0.8,25,-3
COc1ccc(NCC(=O)Nc2ccc(Cl)cc2C)c(OC)c1,-1,14,2,4,10,-0.9,35,2
